# 697 NFkB inh = inhibitors of the PMA/ionomycin-induced NF-kB reporter in 697 B cells; 697 B-cell NF-kB luciferase reporter, 16 h; inhibition, % at 4 µM; 330,000 compounds, 0.33% hits; in the data active means inhibition above about 35%
# CHOP UPR activ = activators of apoptotic arm of unfolded protein response (CHOP); CHO-CHOP luciferase reporter, UPR activation, luminescence; percent of tunicamycin response over DMSO baseline; activation, % at 10 µM; 330,000 compounds, 0.34% hits; AID 449763;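 active means at 10 µM dose, activation of 40% or more, normalized to positive control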;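 further: 100% = tunicamycin at 10 µg/mL and 0% = DMSO alone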
#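 System: CHO CHOP reporter cells. Amount: 500 cells per well. Buffer or medium: F12 medium, 10% FBS. Compound dosing: one dose, 10 µM in 0.5% DMSO. Incubation: 6 h compound exposure at 37 °C after overnight seeding. Technique: Steady-Glo luciferase luminescence. Benchmarks: tunicamycin and DMSO controls.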
# EBI2 antag = EBI2 (human) antagonism; EBI2 beta-arrestin recruitment, luminescence, 7a,25-OHC stimulated; inhibition, % at 5 µM; 360,000 compounds, 0.81% hits; AID 651636; in the data active means inhibition above about 38%;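 further: enzyme fragment complementation signal reports receptor beta-arrestin coupling in cells; 0% = agonist plus DMSO wells and 100% = wells without agonist; some results beyond the cut were filed as inactive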
# Target sequence (P32249 whole entry, looked up, the tested form may be a part): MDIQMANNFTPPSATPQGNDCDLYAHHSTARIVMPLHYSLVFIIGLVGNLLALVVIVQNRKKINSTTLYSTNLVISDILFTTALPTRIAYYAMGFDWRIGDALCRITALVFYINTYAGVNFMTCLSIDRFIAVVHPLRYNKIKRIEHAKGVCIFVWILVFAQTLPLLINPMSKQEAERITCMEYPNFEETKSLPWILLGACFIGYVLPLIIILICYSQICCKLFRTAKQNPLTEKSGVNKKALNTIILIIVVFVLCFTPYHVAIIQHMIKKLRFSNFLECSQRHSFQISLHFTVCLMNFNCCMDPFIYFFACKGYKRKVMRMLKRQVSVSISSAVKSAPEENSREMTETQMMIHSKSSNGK
# CXCR6 block = CXCR6 (human) receptor inhibition; inhibition, % at 20 µM; AID 602244; 360,000 compounds, 0.36% hits; O00574; CHO-K1 PathHunter CXCR6 beta-arrestin, luminescence; in the data active means inhibition above about 34%, passing the limit was not always enough;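 further: antagonist mode with CXCL16 agonist at 10 nM final; 0% = 10 nM CXCL16 with DMSO and 100% = unstimulated wells without agonist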
# Target sequence (O00574 whole entry, looked up): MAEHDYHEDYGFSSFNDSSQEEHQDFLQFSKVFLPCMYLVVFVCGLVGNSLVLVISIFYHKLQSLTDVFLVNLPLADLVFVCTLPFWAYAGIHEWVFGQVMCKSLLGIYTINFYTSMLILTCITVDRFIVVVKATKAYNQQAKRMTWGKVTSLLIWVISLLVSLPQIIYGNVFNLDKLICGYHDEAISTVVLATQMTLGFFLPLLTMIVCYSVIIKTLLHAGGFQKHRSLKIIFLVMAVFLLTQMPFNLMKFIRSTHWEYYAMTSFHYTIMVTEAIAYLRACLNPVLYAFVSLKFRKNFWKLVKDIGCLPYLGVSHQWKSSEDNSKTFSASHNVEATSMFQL
# Jurkat NFkB inh = lowers PMA/ionomycin-induced NF-kB signal in Jurkat cells | PMA/ionomycin-induced NF-kB luciferase reporter, luminescence | inhibition, % at 4 µM | 330,000 compounds, 0.53% hits; in the data active means inhibition above about 50%
# Mdm2 MdmX PPI = human Mdm2/MdmX binding inhibition | 330,000 compounds, 3% hits | SaOS-2 split-luciferase Mdm2/MdmX complementation, luminescence | inhibition, % at 8 µM;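 active means inhibition of at least 50% at 8 µM in the primary screen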
# Gli-Sufu block = antagonists of Gli-Sufu signaling; Sufu-KO-LIGHT fibroblasts, Gli luciferase reporter luminescence; inhibition, % at 5 µM; 340,000 compounds, 0.74% hits;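 active means inhibition above about 55%, limit read from the data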;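 further: 0% = DMSO-treated cells and 100% = wells with medium but no cells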
# CCR6 antagonist = CCR6 (human) receptor antagonism | CHO-K1 CCR6 PathHunter beta-arrestin, luminescence, CCL20-stimulated | inhibition, % at 20 µM | 340,000 compounds, 0.49% hits;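 active means compounds whose inhibition of the agonist-driven luminescence signal at 20 µM reaches about 50%, limit read from the data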;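 further: cells stimulated with CCL20 at 14 nM final; plate controls were DMSO with CCL20 for no effect and DMSO without agonist for full effect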
# UPR XBP1 act = activators of adaptive arm of unfolded protein response (XBP1); CHO-XBP1 luciferase reporter, IRE1-XBP1 UPR activation, luminescence; percent of tunicamycin response, DMSO as zero; activation, % at 20 µM; 330,000 compounds, 0.33% hits; AID 463104;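 active means versus positive control, 20 µM dose yields 30% or more activation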;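 further: 100% = tunicamycin at 10 µg/mL and 0% = DMSO only wells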
#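 Material – CHO cell line with stable XBP1 luciferase reporter · Buffer or medium – F12 plus 10% FBS · Compound – single point, 20 µM final compound, 1% DMSO · Schedule – 16-18 h cell attachment at 37 °C, then 6 h compound exposure · Signal – Steady-Glo luminescence read · Benchmarks – high control tunicamycin 10 µg/mL final, low control DMSO vehicle only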
# * hit, by the source's call; . = not tested or not shown.
SMILES,697 NFkB inh,CHOP UPR activ,EBI2 antag,CXCR6 block,Jurkat NFkB inh,Mdm2 MdmX PPI,Gli-Sufu block,CCR6 antagonist,UPR XBP1 act
Cc1cc(C(=O)NC2CC(C)(C)Cc3c2cnn3-c2ccc(F)cc2)no1 (stereo unspecified),-43,0.4,12,7,-11,23,15,1,-3
COC(=O)c1c[nH]n2c(=O)c(C(C)C)c(C)nc12,-13,3.5,0,3,-6,-9,2,5,0
COc1cc(C2C(C(C)=O)=C(C)Nc3ncnn32)ccc1O (stereo unspecified),3,-1.4,0,0,5,8,-10,0,-7
Cc1ccc2nc3c(cc2c1)c(NC(=O)c1ccco1)nn3CC(C)C,-9,-0.2,-5,2,-2,21,3,4,-1
Cc1cccc(NCc2ccccc2O)c1,2,2.6,1,-21,-6,-11,-6,-21,-1
CCOc1ccccc1NC(=O)CSc1ccc(-c2ccco2)nn1,0,-0.2,1,-7,20,-12,-10,-16,-2
O=C(CNC(=O)c1ccccc1F)NNC(=O)c1ccccc1O,0,1.6,1,0,-18,18,-1,2,-3
CC(C)CN(C(=O)Cn1c(C(F)(F)F)nc2ccccc21)c1c(N)n(Cc2ccccc2)c(=O)[nH]c1=O,.,.,-13,-2,.,.,-2,7,.
CCCCNC(=S)N=Nc1c(O)[nH]c2ccccc12,10,3.1,8,8,-12,34,6,12,0
O=C(NCCN1CCOCC1)c1ccc2c(c1)N(Cc1ccccc1F)C(=O)c1ccccc1S2(=O)=O,-1,1.5,1,-4,6,10,6,7,-4
Cc1cc(C)c2c(n1)SCC(=O)N2CC(=O)Nc1cc(F)ccc1F,-1,0.1,-5,-5,0,-6,4,-8,-2
CCc1nn(C(C)C(=O)N2CCN(c3ccccc3)CC2)c(=O)c2cc3occc3n12 (stereo unspecified),-12,1.5,-3,-2,4,-2,16,17,-6
CC(C)(C)OC(=O)N[C@@H](CCCCNC(=O)OCc1ccccc1)c1nnc([C@H](CCCCNC(=O)OCc2ccccc2)NC(=O)OC(C)(C)C)o1,-13,2.0,17,5,20,-13,30,10,-1
CCN(CC)C(=O)c1sc(NC(=O)Cc2cccs2)c(C#N)c1C,7,-0.5,2,-7,8,13,5,5,2
CCN(CC)Cc1c(CC(C)C)oc(C)c1C(=O)O,10,0.4,2,-13,1,13,8,-4,2
Cc1nc2ccccc2c(N)c1C(=O)/C=C/c1ccccc1,-35,0.0,10,16,14,76*,61*,24,-1
CCOC(=O)c1sc(N=NC2=C(O)CC(C)(C)CC2=O)c(C(=O)OCC)c1C,8,5.0,5,10,-12,1,-1,5,-2
CC(=NCc1ccco1)c1c(C(F)(F)F)[nH]n(-c2nc3ccccc3s2)c1=O,-162,6.0,-3,12,-104,0,-17,5,1
O=C(C[C@@H]1C/C=C\C[C@H](Cc2ccc(F)cc2)C(=O)OC[C@H]2CCCN2C1=O)NCCO,4,0.9,-7,-2,12,25,-6,12,-3
COc1ccc(NC(=O)N2CCCC2C(=O)NCc2cccs2)cc1 (stereo unspecified),11,-0.6,1,-1,2,-14,-13,-3,-2
O=C(NCc1ccccc1F)C1CCCN1C(=O)NC1CCCCC1 (stereo unspecified),18,1.1,-8,-2,7,-6,5,1,1
CCC(CC)C(=O)NN(C(=O)c1ccncc1)C1CC(=O)N(c2ccccc2)C1=O (stereo unspecified),9,-0.1,6,6,-3,15,18,1,1
COc1ccc(OC)c(C(=O)CSc2nnc(-c3cccs3)n2C)c1,17,-1.5,-9,-6,11,2,4,-26,-1
CCOc1cccc(-c2nc3cc(C)ccc3o2)c1,-124,6.2,13,1,-118,-118,-81,9,1
CCOc1ccc(OCc2ccc(C(=O)NN)o2)cc1,-102,3.7,-14,-7,-20,-20,-65,-24,-4
COc1ccc2[nH]cc(CCn3ccc(O)c(C/C=C/c4ccccc4)c3=O)c2c1,-3,1.4,2,6,10,4,0,14,-2
C/C(N)=C(/C#N)C(=O)COC(=O)c1cccc(O)c1,4,0.6,-8,-3,-9,-33,-10,5,4
CCC(C)Nc1nc(OC)nc(N(C)C#N)n1 (stereo unspecified),-8,-0.6,-2,-2,-6,24,2,-1,-1
CCN1CCN(CC(=O)c2ccc(OC)cc2)CC1,6,2.3,-2,2,-8,-20,-4,-8,-4
CCN(C(=O)COC(=O)/C(C#N)=C/c1ccc(OC)cc1)C1CCS(=O)(=O)C1 (stereo unspecified),-17,-2.0,-3,-3,7,-11,-2,2,-1
Cc1cccc(NC(=O)/C=C/c2ccc([N+](=O)[O-])s2)c1,.,.,26,10,.,.,36,3,.
O=S(=O)(Nc1ccc(-c2csc(-c3ccccc3)n2)cc1)c1ccc(F)cc1,10,3.6,11,-6,-11,35,-18,12,1
CCOC(=O)c1nnn(-c2nonc2N)c1COc1c(C=O)cccc1OC,-1,-0.7,-12,-2,-23,13,-106,-4,-5
S=c1[nH]nc(COc2ccccc2)n1/N=C/C=C/c1ccccc1,4,-0.1,3,-5,5,-5,-2,0,-3
CN(C)S(=O)(=O)c1cccc(C(=O)c2nccn2C)c1,9,4.7,2,-1,-12,16,6,2,0
COc1cccc(NC(=O)N[C@@H](Cc2ccccc2)C(=O)O)c1,20,-2.3,-1,2,6,7,-8,2,-3
Cc1nnc(SCC(=O)Nc2ccc3c(c2)OCO3)o1,2,0.4,-1,-4,4,33,3,8,-2
Cc1ccc(NC(=O)CSc2nnc(CNC(=O)c3ccco3)o2)cc1,9,-1.4,1,-2,4,3,-6,19,-2
O=C(C1=NN[C@@H]2C(=O)N(c3cccc(C(F)(F)F)c3)C(=O)[C@H]12)c1ccc2ccccc2n1,-10,0.0,-11,-5,-1,10,-3,16,-1
COc1ccc(-c2nc(N)nc(C(F)(F)F)c2-c2csc(C)n2)c(O)c1,17,2.2,-4,8,9,-7,3,0,2

# 7 entries out of the list, ordered by heavy-atom count, descending:
SMILES,697 NFkB inh,CHOP UPR activ,EBI2 antag,CXCR6 block,Jurkat NFkB inh,Mdm2 MdmX PPI,Gli-Sufu block,CCR6 antagonist,UPR XBP1 act
CCN(C(=O)COC(=O)/C(C#N)=C/c1ccc(OC)cc1)C1CCS(=O)(=O)C1 (stereo unspecified),-17,-2.0,-3,-3,7,-11,-2,2,-1
COc1ccc(-c2nc(N)nc(C(F)(F)F)c2-c2csc(C)n2)c(O)c1,17,2.2,-4,8,9,-7,3,0,2
COc1ccc(OC)c(C(=O)CSc2nnc(-c3cccs3)n2C)c1,17,-1.5,-9,-6,11,2,4,-26,-1
COc1cccc(NC(=O)N[C@@H](Cc2ccccc2)C(=O)O)c1,20,-2.3,-1,2,6,7,-8,2,-3
Cc1cccc(NC(=O)/C=C/c2ccc([N+](=O)[O-])s2)c1,.,.,26,10,.,.,36,3,.
CCOc1cccc(-c2nc3cc(C)ccc3o2)c1,-124,6.2,13,1,-118,-118,-81,9,1
CCC(C)Nc1nc(OC)nc(N(C)C#N)n1 (stereo unspecified),-8,-0.6,-2,-2,-6,24,2,-1,-1

# Entries of single compounds, looked up by structure. Screens in order: 697 NFkB inh, CHOP UPR activ, EBI2 antag, CXCR6 block, Jurkat NFkB inh, Mdm2 MdmX PPI, Gli-Sufu block, CCR6 antagonist, UPR XBP1 act
# CCN(C(=O)COC(=O)/C(C#N)=C/c1ccc(OC)cc1)C1CCS(=O)(=O)C1 (stereo unspecified) in the list: -17, -2.0, -3, -3, 7, -11, -2, 2, -1
# COc1ccc2[nH]cc(CCn3ccc(O)c(C/C=C/c4ccccc4)c3=O)c2c1 in the list: -3, 1.4, 2, 6, 10, 4, 0, 14, -2

# Limited to Jurkat NFkB inh, UPR XBP1 act and Gli-Sufu block, for some of the entries so far:
canonical_smiles,Jurkat NFkB inh,UPR XBP1 act,Gli-Sufu block
COc1cccc(NC(=O)N[C@@H](Cc2ccccc2)C(=O)O)c1,6,-3,-8
Cc1nnc(SCC(=O)Nc2ccc3c(c2)OCO3)o1,4,-2,3
Cc1ccc(NC(=O)CSc2nnc(CNC(=O)c3ccco3)o2)cc1,4,-2,-6

# Continuation:
SMILES,697 NFkB inh,CHOP UPR activ,EBI2 antag,CXCR6 block,Jurkat NFkB inh,Mdm2 MdmX PPI,Gli-Sufu block,CCR6 antagonist,UPR XBP1 act
CCCC[n+]1c(-c2ccc(Cl)cc2Cl)csc1Nc1ccccc1,-28,2.8,-16,9,-25,30,-20,8,6
O=C(Nc1ccc(F)cc1)N1CCN(C/C=C/c2ccccc2)CC1,-16,-1.5,36,-11,9,-31,2,8,-2
CCn1c(NC(C)=O)c(-c2ccccc2Cl)c(=O)c2ccccc21,-6,0.4,-5,-3,5,2,.,7,4
CCN(CC)P(=O)(C(NC(=O)OC)C(F)(F)C(F)(F)C(F)(F)C(F)F)N(CC)CC (stereo unspecified),14,0.2,7,-6,4,9,5,5,-2
CC(C)COC(=O)/C(C#N)=C/c1cn(Cc2ccccc2)c2ccccc12,.,.,9,12,.,.,-1,23,.
COc1cccc(-c2nc(CS(=O)CC(=O)NCCc3ccccc3)c(C)o2)c1 (stereo unspecified),-10,9.7,6,0,2,15,-7,7,-4
CCOC(=O)N1CCN(C(=O)c2ccc(SC)cc2OC)CC1,11,-0.6,24,-6,3,14,-8,-3,-1
CCOC(=O)c1c(C)nc2c3ccccc3ccn12,-185,2.0,-5,-15,-99,-230,-77,-8,0
COc1cccc(N2C(=O)N(c3ccccc3)C3CS(=O)(=O)CC32)c1 (stereo unspecified),3,0.1,-3,2,3,14,6,-1,0
CCC(C)C1C(C#N)=C(N)OC2=C1C(=O)CC(C)(C)C2 (stereo unspecified),-15,1.2,-2,4,-1,30,-7,8,-4
Cn1c(=O)c(C(=O)CN2CCOCC2)c(N)n(Cc2ccccc2)c1=O,-16,3.7,-9,-4,2,5,3,7,0
Cc1ccc(C)c(SCc2noc(C(=O)NCC3CCCO3)c2C(=O)O)c1 (stereo unspecified),9,-1.5,-17,-2,-3,-11,9,9,-1
CC(=O)c1ccc(NC(=O)COC(=O)c2ccccc2N=Nc2ccc(N(C)C)cc2)cc1,-75,44*,25,19,23,-24,-15,41,9
CSCC[C@H](NC(=O)N1CCn2c1nc1ccccc12)C(=O)NC1CCCCC1,11,0.3,-11,7,11,6,22,1,-2
